HCMV antiviral: blocks human cytomegalovirus replication; HFF cells, HCMV-luciferase reporter, 72 h; active compounds read low; activity change, negative = inhibition, % at 57.5 µM; 410,000 tested, 4.5% active; AID 1259415; in the data active = activity change below about -60%; inconclusive = no clear call, values can overlap the other calls; inactive = above about -39%
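After 16 h attachment at 37C, HFF cells received test compound and HCMV-luciferase (1 PFU/cell); reporter luminescence read 72 h later, data normalized against buffer-only and known inhibitor Salinomycin.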
Sm TGR inh: inhibitors of Schistosoma mansoni thioredoxin glutathione reductase; Q962Y6; purified TGR, DTNB reduction, TNB absorbance 405 nm; Potency, µM (doses to about 114 µM), for the others: at the highest dose activity change, negative = inhibition, usual class: inhibitors; 360,000 tested, 3% active; AID 485364; also: potency is read from the fitted curve at half-maximal effect; nearly all actives have a fitted effect of over 60% in size
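First, TGR (20 nM dispensed) and NADPH were mixed with compound. Second, a 15 min room-temperature incubation followed. Third, further NADPH and then DTNB were added to start the reaction. Finally, TNB absorbance was monitored kinetically.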
Tb PYK inh: T. brucei pyruvate kinase inhibition | Q57TT1 | TbPYK enzyme, Kinase-Glo Plus ATP luminescence, 45 min | Potency, µM (highest dose often 76.8 µM), without a hit: at the highest dose activity, negative = inhibition, usual class: inhibitors | 410,000 tested, 0.12% active; also: potency is read from the fitted curve at half-maximal effect; nearly all actives have a fitted effect of over 50% in size
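In this concentration-response screen, enzyme-free wells defined baseline while DMSO plates tracked drift. Each reaction combined TbPYK, substrate, compound and 130 uM ADP for 45 min at room temperature. Kinase-Glo Plus luminescence gave the signal.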
AMA1-RON2 inh: inhibitors of Plasmodium falciparum AMA1-RON2 interaction. AlphaScreen AMA1-biotinylated RON2 peptide binding. Potency, µM (highest dose often 58.2 µM), inactives show at the top dose activity change, negative = inhibition, most hits filed as inhibitors. 360,000 tested, 0.2% active;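 also: potency is read from the fitted curve at half-maximal effect; 0% = vehicle wells and -100% = peptide control; nearly all actives have a fitted effect of over 45% in size; some results filed as inactive show a strong effect at the top dose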
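AMA1 (3D7) with his tag at 25 nM final met compounds first, then biotinylated RON2 peptide at 25 nM; detection used donor plus acceptor beads, 10 µg/mL apiece, read by AlphaScreen after 30 min at room temperature.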
AmpC detergent: blocks E. coli AmpC beta-lactamase in detergent assay | P00811 | AmpC hydrolysis of nitrocefin, absorbance 480 nm, 0.01% Triton | Potency, µM (titrated, usually from 114 µM), inactives show top-dose activity change, negative = inhibition, actives largely listed as inhibitors | 370,000 tested, 0.041% active | AID 485294;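 also: potency is read from the fitted curve at half-maximal effect; 0% = no-compound wells and -100% = no-enzyme wells; nearly all actives have a fitted effect of over 25% in size; some results filed as inactive show a strong effect at the top dose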
Target sequence (P00811 whole entry, looked up): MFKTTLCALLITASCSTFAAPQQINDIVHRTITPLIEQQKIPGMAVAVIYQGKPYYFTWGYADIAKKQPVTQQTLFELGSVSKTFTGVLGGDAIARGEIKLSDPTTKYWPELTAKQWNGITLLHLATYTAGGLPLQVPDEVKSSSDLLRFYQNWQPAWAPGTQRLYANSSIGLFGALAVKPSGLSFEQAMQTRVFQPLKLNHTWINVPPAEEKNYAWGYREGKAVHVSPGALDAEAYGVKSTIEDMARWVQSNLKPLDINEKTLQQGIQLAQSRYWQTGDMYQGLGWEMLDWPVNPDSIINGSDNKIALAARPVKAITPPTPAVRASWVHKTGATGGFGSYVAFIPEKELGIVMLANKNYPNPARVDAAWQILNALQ
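AmpC (5.3 nM in the dispensed reagent) in 20 mM phosphate pH 7.0 with 0.01% (detergent screen) or 0.0001% Triton X-100 was preincubated with compounds for 15 min at room temperature. Nitrocefin was then added from an 800 uM solution, and hydrolysis was followed at 480 nm.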
LmPK inhibitor: blocks Leishmania mexicana pyruvate kinase activity; purified LmPK, Kinase-Glo ATP luminescence, 1 h; Potency, µM (top dose mostly 57.5 µM), for the others: top-dose activity change, negative = inhibition, most hits filed as inhibitors; 290,000 tested, 0.37% active; AID 1721; also: potency is read from the fitted curve at half-maximal effect
Target sequence (Q27686 whole entry, looked up): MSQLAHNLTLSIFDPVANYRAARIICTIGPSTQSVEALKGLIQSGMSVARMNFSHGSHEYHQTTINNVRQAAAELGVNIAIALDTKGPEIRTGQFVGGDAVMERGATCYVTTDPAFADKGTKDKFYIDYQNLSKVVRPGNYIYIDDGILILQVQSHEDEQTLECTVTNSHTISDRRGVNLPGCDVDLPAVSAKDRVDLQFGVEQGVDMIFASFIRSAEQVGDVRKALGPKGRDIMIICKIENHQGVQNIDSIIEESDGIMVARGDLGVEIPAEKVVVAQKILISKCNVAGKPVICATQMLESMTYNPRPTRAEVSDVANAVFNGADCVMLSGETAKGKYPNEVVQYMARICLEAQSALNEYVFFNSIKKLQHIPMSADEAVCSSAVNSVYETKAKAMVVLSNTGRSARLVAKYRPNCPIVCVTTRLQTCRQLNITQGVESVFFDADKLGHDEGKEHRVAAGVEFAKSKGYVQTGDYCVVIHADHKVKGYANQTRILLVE
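Screened at intermediate enzyme activity to detect both inhibitors and activators: LmPK at 0.1 nM, with a 0.5 nM enzyme column as activation reference. PEP 0.5 mM, ADP 0.1 mM; ATP detected by luminescence after 1 h.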
AmpC inh no detg: AmpC beta-lactamase inhibition without detergent; 330,000 tested, 0.52% active; P00811; Potency, µM (titrated, usually from 57.1 µM), for inactives: at the highest dose activity change, negative = inhibition, most hits filed as inhibitors; AmpC nitrocefin hydrolysis, absorbance 480 nm, 0.0001% Triton;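 also: potency is read from the fitted curve at half-maximal effect; plate controls were no compound for no effect and no enzyme for full effect; nearly all actives have a fitted effect of over 20% in size; some results filed as inactive show a strong effect at the top dose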
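AmpC (5.3 nM in the dispensed reagent) in 20 mM phosphate pH 7.0 with 0.01% (detergent screen) or 0.0001% Triton X-100 was preincubated with compounds for 15 min at room temperature. Nitrocefin was then added from an 800 uM solution, and hydrolysis was followed at 480 nm.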
* = called active by the depositor; ? = inconclusive; . = not tested or not shown; [ ] = another dose, or the depositor's remark. Unless noted, calls follow the shape of the dose curve; as a rule, active = well fitted curve in the direction sought with a large enough effect; inconclusive = small, poorly fitted or top-dose-only effect, or another doubt; inactive = no such curve, though single readings can be large; an effect the other way counts as inactive or inconclusive. Unless noted, % is scaled to controls: 0 for no effect and ±100 for the full control effect.

Results follow in this order: AmpC inh no detg | HCMV antiviral | Sm TGR inh | Tb PYK inh | AMA1-RON2 inh | LmPK inhibitor | AmpC detergent
1. CCCCN(C)Cc1c(C)[nH]c2ccc(OCC)cc2c1=O
→ -9% | ? | -9% | 1% | 15% | -3% | ?
2. C=CCSc1nnc2c(n1)OC(c1ccco1)Nc1ccccc1-2 (stereo unspecified)
→ -29% | 62 | -33% | 3% | 3% | -3% | ?
3. Cc1ccccc1CN1C(=O)C(C)Sc2ccc(-c3ccco3)cc21 (stereo unspecified)
→ . | 9 | . | -7% | -23% | . | .
4. COc1ccccc1N1CCN(C(CNS(=O)(=O)c2cc(F)ccc2F)c2cccnc2)CC1 (stereo unspecified)
→ 151%[activator] | -19 | -10% | -1% | -6% | 1% | ?
5. O=C(NNC1CC(=O)N(c2ccc(Cl)cc2)C1=O)c1ccco1 (stereo unspecified)
→ -16% | 28 | -12% | -17% | 25% | 1% | -16%
6. Cn1c(=O)n(C)c2cc(N3CCCCC3)c(NC(=O)c3ccc(C(C)(C)C)cc3)cc21
→ . | 3 | -4% | 3% | . | . | 19%
7. CCC(C)N1CC(C(=O)O)CC1=O (stereo unspecified)
→ -10% | -12 | -4% | 1% | -7% | -2% | -7%
8. Cc1ccc(F)cc1NC(=O)CCSc1nc(-c2ccco2)cc(C(F)(F)F)n1
→ . | -17 | -3% | -1% | . | . | 15%
9. Cc1ccccc1OCCC(=O)OCC(=O)NC1CCS(=O)(=O)C1 (stereo unspecified)
→ -20% | 16 | -2% | -6% | 14% | . | -10%
10. CCn1c2c(c(=O)n3ncc(C(=O)Nc4cc(Cl)ccc4OC)c13)CN(Cc1ccc(OC)cc1)CC2
→ . | -11 | 5% | -4% | . | . | 3%
11. CCCCCn1c(CCCNC(=O)c2cccc(C)c2)nc2ccccc21
→ . | -85* | 6% | -1% | . | . | 9%
12. COc1ccc(S(=O)(=O)NNC(=O)Nc2ccc(F)cc2F)c(OC)c1
→ -12% | 17 | -1% | -4% | -15% | -6% | 9%
13. O=C(CN1C(=O)c2ccccc2S1(=O)=O)Nc1ccc(S(=O)(=O)N2CCCCCC2)cc1
→ -42% | 19 | 6% | 5% | 0% | -10% | -2%
14. O=C(Oc1ccc2c(-c3ccccc3)cc(=O)oc2c1)C1CCCCC1
→ -16% | 12 | 10% | -12% | 14% | 3% | -1%
15. CC(=O)Nc1ccc(C(=O)N2CCCC(c3cc(C(=O)NCc4cccnc4)no3)C2)cc1 (stereo unspecified)
→ . | 6 | . | 4% | 5% | . | .
16. Cc1cccc(N(Cc2cc3cc(C)ccc3[nH]c2=O)C(=O)c2cccs2)c1
→ -20% | -39 | -9% | -7% | 5% | 1% | -11%
17. CN(C)CCCN(C(=O)c1ccc2c(c1)OCCO2)c1nc2ccccc2s1
→ . | ? | 0% | 2% | . | . | 19%
18. Cc1ccccc1NS(=O)(=O)c1cccc(-c2nnc(-c3ccccc3)o2)c1
→ -13% | -5 | 0% | . | -9% | 7% | ?
19. CCN(CC)S(=O)(=O)c1ccc(NC(=O)CN(c2ccc(OC)cc2OC)S(C)(=O)=O)cc1
→ 112%[activator] | 21 | 1% | 6% | 12% | 8% | ?
20. CCc1c(C(=O)c2ccc(Cl)cc2)oc2c(C)c3oc(=O)cc(C)c3cc12
→ 1% | . | -5% | -7% | 0% | -2% | -12%
21. CN1C/C(=C/c2ccncc2)C(=O)/C(=C/c2ccncc2)C1
→ -11% | -7 | ? | 2% | 6% | 4% | -3%
22. COc1cccc(CNC(=O)c2ccc3c(c2)nc2n3CCC(C)C2)c1OC (stereo unspecified)
→ . | -10 | 3% | -20% | . | . | 6%
23. CC1CNc2c(cccc2S(=O)(=O)N[C@@H](CCCN=C(N)N)C(=O)N2CC[C@@H](C)C[C@@H]2C(=O)O)C1 (stereo partly specified)
→ 51% | . | 2% | . | . | 6% | -8%
24. CCCCC1(C2CCCC2)NC(=O)NC1=O (stereo unspecified)
→ . | 1 | . | 13% | -3% | . | .
25. CC(C)CCNC(=O)c1cc2c(=O)n3ccccc3nc2s1
→ -2% | -6 | -9% | -5% | 3% | -7% | 2%
26. O=C(NCCc1ccc(Cl)cc1)c1ccc(Nc2nc3ccccc3n3nnnc23)cc1
→ . | -11 | 2% | 0% | . | . | 11%
27. CC1CCN(CCC(=O)Nc2ccc(Br)cc2)CC1
→ . | -68* | . | -3% | 5% | . | .
28. O=C(c1ccc(Nc2nc3ccccc3n3nnnc23)cc1)N1CCN(c2cccc(C(F)(F)F)c2)CC1
→ . | -3 | 4% | -16% | . | . | -1%
29. Oc1ccccc1-c1cc(-c2ccc(Cl)cc2)n[nH]1
→ -45% | -21 | 1% | 5% | 85%[activator] | -3% | 2%
30. COc1cc(CN2CCC(n3nccc3NC(=O)c3ccccc3OC)CC2)ccc1F
→ 161%[activator] | -2 | 8% | 3% | 27% | -4% | 3%
31. CCCCNC(=O)CNC(=O)c1nn(-c2ccc(OC)c(OC)c2)c(=O)c2ccccc12
→ . | -13 | . | 3% | 0% | . | .
32. O=C(Cc1cccs1)N1CCN(c2ccc(F)cc2)CC1
→ -15% | 7 | -17% | 2% | 1% | -1% | ?
33. CC1C(=O)C(C)C(c2ccc([N+](=O)[O-])cc2)NC1c1ccc([N+](=O)[O-])cc1 (stereo unspecified)
→ -31% | 9 | -3%[57.1 µM] | -2% | -28% | 5% | 0%
34. CC(=O)Cc1nsc(NC(=O)c2ccc(F)cc2)n1
→ -19% | -30 | -15%[57.1 µM] | 6% | 0% | -10% | 0%
35. O=C(NCc1ccco1)c1cc(-c2cccnc2)nc2ccc(Cl)cc12
→ 59% | 1 | ? | -9% | -5% | 4% | -14%
36. COc1ccc(CCC(=O)Nc2ccccc2C(F)(F)F)cc1
→ -17% | 13 | 10% | -6% | -4%[11.6 µM] | -6% | 1%
37. COc1ccc(S(=O)(=O)N2CCN(c3cccc(C)c3C)CC2)c2ccccc12
→ . | 5 | 0% | 1% | . | . | -4%
38. CCn1cc(C(=O)NCc2ccc(OC)cc2)c(=O)c2ccc(C)nc21
→ -18% | 3 | 0% | -1% | 3% | 10% | -16%
39. CCOc1ccc(/C=N/NC(=O)c2ccc(Cn3cc([N+](=O)[O-])cn3)o2)cc1
→ . | 39 | 4% | 2% | 27% | -5% | 1%
40. c1ccc(COCCCn2cc(-c3ccccc3)nn2)cc1
→ 13% | -26 | 5% | 2% | 24% | 1% | ?
41. Cc1cc(OC(C)C(=O)NCCCN2CCOCC2)c2c(C)cc(=O)oc2c1 (stereo unspecified)
→ 5% | 8 | 3% | 6% | -8% | 1% | 3%
42. Cc1ccccc1-n1c(=O)cc(N2CCC3(CC2)OCCO3)[nH]c1=O
→ -9% | 34 | 3% | -10% | 8% | -3% | ?
43. CCCCC(CC)CNC(=O)/C=C/c1ccc(F)cc1 (stereo unspecified)
→ -17% | . | 2% | . | . | -2% | -2%
44. CC(C)(C)[C@H]1COC(=O)CC/C=C\C[C@@H](CC(=O)N[C@H](CO)Cc2ccccc2)C(=O)N1
→ -11% | -3 | . | 1% | 6% | . | .
45. CCN(CC)S(=O)(=O)c1ccc(C)c(NC(=S)NNC(=O)C2CC2)c1
→ -2% | 63 | 1% | 3% | 63%[activator] | 2% | -4%
46. O=c1cc(CSc2nnc(-c3cccs3)n2Cc2ccccc2)nc2sc3ccccc3n12
→ -19% | -93* | -12% | -11% | -11% | -2% | -1%
47. Cc1nc2c(-c3ccccc3)c(C)nn2c(C)c1CCC(=O)O
→ -9% | 25 | -25% | -5% | 3% | -2% | ?
48. COC(=O)[C@H](C)NC(=O)Nc1cccc(C)c1
→ -4% | 74 | 9% | 3% | 26% | -7% | -13%
49. Cc1ccccc1CSc1nc(-c2cccc(F)c2)nc2c1Cc1c(CO)cnc(C)c1O2
→ . | 12 | ? | -9% | . | . | -6%
50. Cc1ccc(C(=O)NCCNc2ccc([N+](=O)[O-])cc2C(F)(F)F)cc1
→ -12% | -32 | 8% | 3% | -13%[2.32 µM] | 6% | -3%
51. CCOC(=O)c1ccccc1NC(=O)Cn1c(-c2nonc2N)nc2ccccc21
→ -37% | -74* | 3% | 3% | 17% | 0% | ?
52. CC1CCC(NCCNC(=O)c2ccco2)CC1 (stereo unspecified)
→ -23% | -17 | -17% | 17% | -8% | 0% | ?
53. CCCCOCCCNC(=O)c1cccc(OC)c1
→ -15% | 45 | -5% | -9% | -1% | 0% | -6%
54. CC1CCCC(NC(=O)CSc2nnc(-c3cccnc3)o2)C1C (stereo unspecified)
→ . | -2 | . | -1% | 16% | . | .
55. O=C(O)c1ccc(N2C(=O)CC(Cc3ccccc3)C2=O)cc1 (stereo unspecified)
→ -12% | 48 | 7% | 2% | -2% | -3% | -13%
56. CC(=O)NC1=NN(C(C)=O)C(C)(c2ccccc2)S1 (stereo unspecified)
→ -27% | 11 | -16% | -4% | -1% | 7% | 1%
57. CC(C)c1ccc(NC(=O)C(c2ccccc2)N2CCN(C=O)CC2)cc1 (stereo unspecified)
→ 128%[activator] | 7 | 2% | 1% | 0% | 0% | -9%
58. Cc1ncsc1CCSc1nc2ccccc2c(=O)n1C
→ 2% | -1 | -17% | 1% | -3% | -2% | ?
59. Cc1cc(NC(=O)CCN2C(=O)/C(=C\c3ccccc3Cl)SC2=S)no1
→ -45% | -40 | -3% | -7% | 7% | 15% | 0%
60. CCC1CCCCN1CCCNC(=O)C1CCC(Cn2c(=O)[nH]c3ccccc3c2=O)CC1 (stereo unspecified)
→ -3% | -30 | 8% | . | 7% | 2% | -15%

The listing continues:
Results follow in this order: AmpC inh no detg | HCMV antiviral | Sm TGR inh | Tb PYK inh | AMA1-RON2 inh | LmPK inhibitor | AmpC detergent
61. CC(C)=CCCC1(C)C=Cc2c(ccc3c2[nH]c2cc(O)c(C)cc23)O1 (stereo unspecified)
→ -32% | ? | -15% | 4% | ? | 4% | -7%
62. CCCCCCn1cc(CN2CC(N3CCN(Cc4cccc(C)c4)CC3)CS2(=O)=O)nn1 (stereo unspecified)
→ . | -26 | . | -6% | 4% | . | .
63. Cc1ccc(NC(=O)CSc2ncc(-c3ccccc3)n2C(=O)c2ccccc2)cc1
→ -18% | 6 | 12% | 8% | -26% | 1% | 6%
64. CC(CNc1ccccc1O)C(=O)O (stereo unspecified)
→ -11% | ? | 50µM* | -4% | 4% | -3% | 5%
65. O=C(CC1C(=O)NCCN1Cc1ccc(-c2ccccc2)cc1)NCCOc1cccnc1 (stereo unspecified)
→ 122%[activator] | ? | 19% | 5% | 4% | 4% | -4%

High-throughput results: PubChem, National Center for Advancing Translational Sciences (NCATS)
